LMPTP block – LMPTP (human) inhibition; inhibition, % at 20 µM; recombinant LMPTP-A, OMFP fluorogenic substrate, fluorescence intensity; 360,000 compounds, 0.22% hits; AID 651560; P24666;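 active = compounds that cut the enzyme signal by at least half of the control window in the single-dose screen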;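 also: plate controls were DMSO wells with enzyme plus substrate for no effect and substrate without enzyme for full effect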
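Test system: LMPTP-A phosphatase enzyme. Amount: LMPTP-A at 0.625 nM final in the reaction. Reagent: OMFP substrate, 400 µM final. Times: 50 min at room temperature. Signal: endpoint fluorescence intensity from OMFP dephosphorylation. Read-out basis: % inhibition. Benchmarks: no-enzyme and uninhibited controls.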
Rpn11 block – Rpn11 (human) deubiquitinase inhibition. O00487. calls only at 20 µM. human 26S proteasome, Ub4-pepOG fluorescence polarization; 20S core pre-blocked with epoxomicin. 360,000 compounds, 0.59% hits;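 active = inhibition at 20 µM, scaled to each plate's controls, above about 33%, limit read from the data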
STEP block – blocks human striatal-enriched tyrosine phosphatase. recombinant STEP, OMFP fluorogenic substrate, fluorescence. P54829. inhibition, % at 20 µM. AID 588621. 360,000 compounds, 0.25% hits;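 active = inhibition at 20 µM, scaled per plate between control wells, above about 37%, limit read from the data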;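 also: 0% = DMSO with enzyme and substrate and 100% = substrate only without enzyme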
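Assay system: isolated STEP enzyme. Buffer or medium: pH 6.0 Bis-Tris with DTT and Tween 20. Also added: fluorogenic phosphatase substrate OMFP at 25 µM final. Dosing: 20 µM, 1% DMSO. Timing: 20 min reaction, room temperature, in the dark. Measured by: fluorescence intensity, excitation 480 nm, emission 540 nm. Evaluation: normalized % inhibition.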
DNMT1 inh – blocks human DNA methyltransferase DNMT1 | P26358 | DNMT1 molecular beacon, Hinp1I cleavage, fluorescence | inhibition (reported as % activation of signal), % at 10 µM | 360,000 compounds, 0.83% hits | AID 588458; in the data active = inhibition above about 50%
NadD inh – inhibitors of Staphylococcus aureus NadD. inhibition, % at 20 µM. purified NadD enzyme, colorimetric absorbance read-out. 360,000 compounds, 0.78% hits; in the data active = inhibition above about 26%; also: some compounds past the cut are filed as inactive
Rin1-Abl PPI inh – inhibitors of human Rin1-Abl protein interaction; TR-FRET Rin1/Abl binding, biochemical; inhibition, % at 7.35 µM; 360,000 compounds, 0.4% hits; AID 588664; in the data active = inhibition above about 5%, passing the limit was not always enough
Target sequence (P00519 whole entry, looked up): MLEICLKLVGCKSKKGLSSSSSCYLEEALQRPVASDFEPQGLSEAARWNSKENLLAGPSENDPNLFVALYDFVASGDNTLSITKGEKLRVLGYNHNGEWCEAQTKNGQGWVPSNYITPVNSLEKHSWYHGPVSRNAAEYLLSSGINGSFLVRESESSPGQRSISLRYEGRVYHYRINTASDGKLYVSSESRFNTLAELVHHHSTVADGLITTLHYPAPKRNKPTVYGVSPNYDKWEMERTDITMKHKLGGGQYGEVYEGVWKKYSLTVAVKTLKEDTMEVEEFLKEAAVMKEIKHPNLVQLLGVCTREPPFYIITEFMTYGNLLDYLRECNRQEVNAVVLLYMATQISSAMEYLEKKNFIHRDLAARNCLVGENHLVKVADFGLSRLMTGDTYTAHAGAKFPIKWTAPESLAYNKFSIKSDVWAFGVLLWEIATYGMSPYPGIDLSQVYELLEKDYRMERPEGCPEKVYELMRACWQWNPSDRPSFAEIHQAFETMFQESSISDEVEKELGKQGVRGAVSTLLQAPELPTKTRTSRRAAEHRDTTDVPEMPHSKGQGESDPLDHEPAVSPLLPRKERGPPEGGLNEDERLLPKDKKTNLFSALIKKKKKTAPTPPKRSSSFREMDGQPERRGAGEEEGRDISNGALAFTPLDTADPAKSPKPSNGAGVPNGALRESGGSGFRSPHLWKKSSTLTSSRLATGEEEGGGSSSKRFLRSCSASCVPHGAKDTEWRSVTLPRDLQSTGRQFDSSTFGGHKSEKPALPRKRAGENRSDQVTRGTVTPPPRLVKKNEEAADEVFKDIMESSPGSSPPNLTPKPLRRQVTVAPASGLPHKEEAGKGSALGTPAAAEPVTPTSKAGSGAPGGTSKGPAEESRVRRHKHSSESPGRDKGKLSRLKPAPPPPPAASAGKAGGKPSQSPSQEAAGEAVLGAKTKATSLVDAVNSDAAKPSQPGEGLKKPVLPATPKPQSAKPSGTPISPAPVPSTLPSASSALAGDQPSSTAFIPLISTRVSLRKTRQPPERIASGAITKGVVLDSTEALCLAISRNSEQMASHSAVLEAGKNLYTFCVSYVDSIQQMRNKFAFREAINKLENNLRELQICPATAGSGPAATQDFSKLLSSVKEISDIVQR
Target sequence (Q13671 whole entry, looked up): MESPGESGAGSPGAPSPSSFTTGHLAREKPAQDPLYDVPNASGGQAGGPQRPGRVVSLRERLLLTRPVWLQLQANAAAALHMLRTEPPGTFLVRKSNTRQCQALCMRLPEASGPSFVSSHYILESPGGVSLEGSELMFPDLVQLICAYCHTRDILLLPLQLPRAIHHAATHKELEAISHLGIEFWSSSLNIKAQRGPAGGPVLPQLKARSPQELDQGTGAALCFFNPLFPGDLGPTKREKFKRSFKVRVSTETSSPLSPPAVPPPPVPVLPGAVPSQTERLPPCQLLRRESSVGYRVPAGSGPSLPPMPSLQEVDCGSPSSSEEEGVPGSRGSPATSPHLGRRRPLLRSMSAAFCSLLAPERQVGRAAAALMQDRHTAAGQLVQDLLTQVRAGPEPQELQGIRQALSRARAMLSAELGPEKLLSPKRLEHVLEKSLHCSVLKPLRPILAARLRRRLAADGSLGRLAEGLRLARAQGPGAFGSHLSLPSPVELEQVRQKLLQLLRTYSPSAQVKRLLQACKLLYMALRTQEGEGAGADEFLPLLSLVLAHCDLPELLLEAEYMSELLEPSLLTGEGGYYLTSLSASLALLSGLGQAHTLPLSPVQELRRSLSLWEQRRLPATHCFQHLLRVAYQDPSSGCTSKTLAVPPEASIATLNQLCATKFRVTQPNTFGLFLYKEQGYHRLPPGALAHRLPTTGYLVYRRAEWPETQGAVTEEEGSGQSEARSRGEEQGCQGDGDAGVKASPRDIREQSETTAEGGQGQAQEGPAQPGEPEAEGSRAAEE
SUMO1 PPI mod – modulators of human SUMO1-mediated protein-protein interactions. 360,000 compounds, 0.33% hits. SUMO1 binding to a labelled peptide, TR-FRET, 1 h. inhibition, % at 20 µM. P63165; in the data active = inhibition above about 37%
Scp-1 inhibitor – inhibitors of human Scp-1 phosphatase. Recombinant Scp1, phosphopeptide, malachite green phosphate absorbance. inhibition, % at 20 µM. 340,000 compounds, 0.88% hits. AID 493091;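 active = inhibition above about 50% at 20 µM, limit read from the data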;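 also: plate controls were DMSO wells with enzyme for no effect and wells lacking enzyme for full effect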
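Material – SCP-1 phosphatase catalytic domain, residues 76-261 · Buffer or medium – Acidic Tris acetate buffer with magnesium and detergent · Also added – Phospho 17-mer peptide substrate · Compound – single 20 µM dose, 1% DMSO · Times – 45 min room-temperature reaction, 5 min colour, 30 min stabiliser · Technique – Phosphate-binding colour reagent, absorbance read at 630 nm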
CSN deneddyl inh – blocks human CSN-mediated cullin deneddylation; Purified CSN, SCF-Nedd8-OG deneddylation, fluorescence polarization; inhibition, % at 12.5 µM; Q92905; 360,000 compounds, 0.38% hits;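 active = pattern-corrected inhibition above about 35%, with an unprinted fluorescence ratio check between 0.5 and 1.5, limit read from the data, passing the limit was not always enough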;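 also: 0% = enzyme with substrate and 100% = substrate without enzyme; some results filed as inactive read as strong as hits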
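Assay system: Purified human Csn5 enzyme expressed in HEK293T cells | Amount: Enzyme 0.24 nM | Measured by: Fluorescence polarization readout | Medium: Tris/NaCl/DTT buffer, pH 7.5 | Compound dosing: One concentration, 12.5 µM, 0.25% DMSO | Times: 90 min incubation of compound, enzyme and substrate at room temperature | Control set: no-enzyme wells high, enzyme-with-substrate wells low | Read-out: % inhibition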
Neddyl block – inhibitors of human cullin neddylation. P61081+Q13564. TR-FRET cullin neddylation, biochemical. calls only at 25 µM. 360,000 compounds, 0.58% hits. AID 651699; in the data active = inhibition above about 36%
Starred values were filed as active, the others as inactive. Compounds were not picked by outcome. About 3.8% of those tested had a hit in this group.

`COc1ccc(CCC(=O)OCC(=O)N(C)c2c(N)n(Cc3ccccc3)c(=O)[nH]c2=O)cc1` gave LMPTP block -0.6, Rpn11 block inactive, STEP block -1, DNMT1 inh 1, NadD inh 1, Rin1-Abl PPI inh 0, SUMO1 PPI mod 0, Scp-1 inhibitor -3, CSN deneddyl inh 1 and Neddyl block inactive.
`C/C(=N/NS(=O)(=O)c1ccc(Cl)cc1)c1ccncc1` gave LMPTP block -2.6, Rpn11 block inactive, STEP block -1, DNMT1 inh -3, NadD inh 3, Rin1-Abl PPI inh 2, SUMO1 PPI mod -3, Scp-1 inhibitor -2, CSN deneddyl inh -3 and Neddyl block inactive.
Screening COc1ccc(S(=O)(=O)NCc2cccnc2)cc1NC(=O)c1ccc(Cl)cc1 returned LMPTP block -0.8, Rpn11 block inactive, STEP block -1, DNMT1 inh -1, NadD inh -1, Rin1-Abl PPI inh -3, SUMO1 PPI mod 1, Scp-1 inhibitor -2, CSN deneddyl inh 3 and Neddyl block inactive.
CCN(CC)CCN1C(=O)C(=O)/C(=C(/O)c2ccc(OC(C)C)cc2)C1c1ccncc1 (stereo not drawn) was read as LMPTP block -0.4, Rpn11 block inactive, STEP block -2, DNMT1 inh -1, NadD inh -2, Rin1-Abl PPI inh -2, SUMO1 PPI mod -2, Scp-1 inhibitor -10, CSN deneddyl inh 6 and Neddyl block inactive.
`COc1ccc(OCC(=O)N2CCN(S(=O)(=O)c3ccc(Cl)cc3)CC2)cc1` gave LMPTP block 7.1, Rpn11 block inactive, STEP block 0, DNMT1 inh 0, NadD inh -7, Rin1-Abl PPI inh -3, SUMO1 PPI mod 0, Scp-1 inhibitor -5, CSN deneddyl inh 4 and Neddyl block inactive.
For CC(C)(C)NC(=O)NC(=O)CN1CCN(Cc2ccccc2)CC1 the results were LMPTP block 6.9, Rpn11 block inactive, STEP block -4, DNMT1 inh -5, NadD inh -4, Rin1-Abl PPI inh 1, SUMO1 PPI mod -5, Scp-1 inhibitor -5, CSN deneddyl inh 7 and Neddyl block inactive.
Screening CC(C)CC(=O)Nc1nnc(CCc2ccccc2)s1 returned LMPTP block 2.3, Rpn11 block inactive, STEP block -4, DNMT1 inh -1, NadD inh 1, Rin1-Abl PPI inh 1, SUMO1 PPI mod 1, Scp-1 inhibitor -5, CSN deneddyl inh 2 and Neddyl block inactive.
Screening Cc1ccccc1CSc1ccc(S(=O)(=O)N2CCCC2)cn1 returned LMPTP block 1.5, Rpn11 block inactive, STEP block -1, DNMT1 inh -2, NadD inh -5, Rin1-Abl PPI inh 3, SUMO1 PPI mod 5, Scp-1 inhibitor -21, CSN deneddyl inh -4 and Neddyl block inactive.
For O=C(O)c1ccc(N/N=C/c2cccc(C(F)(F)F)c2)cc1 the results were LMPTP block 0.8, Rpn11 block inactive, STEP block -2, DNMT1 inh 3, NadD inh -25, Rin1-Abl PPI inh -1, SUMO1 PPI mod -6, Scp-1 inhibitor -10, CSN deneddyl inh 0 and Neddyl block inactive.
For Cc1ccnc(SC2CC(=O)N(c3ccc(Cl)cc3)C2=O)n1 (stereo not drawn) the results were LMPTP block -0.5, Rpn11 block inactive, STEP block -1, DNMT1 inh 2, NadD inh -5, Rin1-Abl PPI inh 1, SUMO1 PPI mod 3, Scp-1 inhibitor 5, CSN deneddyl inh -1 and Neddyl block inactive.
`Cc1cccc(C)c1-n1c(SCC(=O)NCc2ccco2)nc2ccccc2c1=O` gave LMPTP block -0.2, Rpn11 block inactive, STEP block 0, DNMT1 inh 0, NadD inh -3, Rin1-Abl PPI inh 1, SUMO1 PPI mod 4, Scp-1 inhibitor -10, CSN deneddyl inh 0 and Neddyl block inactive.
Screening Cc1nc2ccccc2c(C)c1CC(=O)N(C)CC(=O)Nc1cccc(F)c1 returned LMPTP block 4.0, Rpn11 block inactive, STEP block -1, DNMT1 inh -4, NadD inh 0, Rin1-Abl PPI inh 2, SUMO1 PPI mod 2, Scp-1 inhibitor -3, CSN deneddyl inh -3 and Neddyl block inactive.
Screening CC1=CC(=O)CC(C)(C)[C@@]1(O)/C=C/[C@@H](C)O[C@@H]1O[C@H](CO)[C@@H](O)[C@H](O)[C@H]1O returned LMPTP block -0.3, Rpn11 block inactive, STEP block 0, DNMT1 inh 1, NadD inh -5, Rin1-Abl PPI inh 0, SUMO1 PPI mod -1, Scp-1 inhibitor -1, CSN deneddyl inh 6 and Neddyl block inactive.
Screening COc1ccc(CCNC(=O)CCCCCNc2nc(=S)[nH]c3ccccc23)cc1OC returned LMPTP block 5.6, Rpn11 block inactive, STEP block 1, DNMT1 inh 9, NadD inh -10, Rin1-Abl PPI inh 0, SUMO1 PPI mod 3, Scp-1 inhibitor -5, CSN deneddyl inh -1 and Neddyl block inactive.
`Cc1cc(NC(=O)CS(=O)(=O)Cc2ccccc2)no1` gave LMPTP block -1.6, Rpn11 block inactive, STEP block -1, DNMT1 inh 3, NadD inh 2, Rin1-Abl PPI inh -4, SUMO1 PPI mod -2, Scp-1 inhibitor -3, CSN deneddyl inh -6 and Neddyl block inactive.
For C=CCNc1nc2c(c(=O)n(C)c(=O)n2C)n1CCCCCC the results were LMPTP block -0.5, Rpn11 block inactive, STEP block -14, DNMT1 inh 2, NadD inh 1, Rin1-Abl PPI inh 1, SUMO1 PPI mod 2, Scp-1 inhibitor -11, CSN deneddyl inh 3 and Neddyl block inactive.
For COc1cccc(-n2c(SCC(=O)NC3CCCC3)nnc2-c2ccco2)c1 the results were LMPTP block -1.2, Rpn11 block inactive, STEP block -4, DNMT1 inh -4, NadD inh 5, Rin1-Abl PPI inh 0, SUMO1 PPI mod 4, Scp-1 inhibitor -9, CSN deneddyl inh -3 and Neddyl block inactive.
`CN(C)S(=O)(=O)c1ccc(C(=O)OCC(=O)NC(=O)NC2CCCC2)cc1` gave LMPTP block 0.7, Rpn11 block inactive, STEP block 0, DNMT1 inh 11, NadD inh -5, Rin1-Abl PPI inh 1, SUMO1 PPI mod 5, Scp-1 inhibitor 2, CSN deneddyl inh 3 and Neddyl block inactive.
`O=c1oc2cc(Br)ccc2n1CSC1=NCCS1` gave LMPTP block -0.5, Rpn11 block inactive, STEP block 1, DNMT1 inh 1, NadD inh 6, Rin1-Abl PPI inh 1, SUMO1 PPI mod -2, Scp-1 inhibitor -2, CSN deneddyl inh 3 and Neddyl block inactive.
CCOC(=O)CON1C(=O)C(C)(C)N(OCC(=O)OCC)C(=O)C1(C)C was read as LMPTP block -1.7, Rpn11 block inactive, STEP block -3, DNMT1 inh -1, NadD inh -7, Rin1-Abl PPI inh -3, SUMO1 PPI mod 0, Scp-1 inhibitor -5, CSN deneddyl inh 0 and Neddyl block inactive.
For CN(C)S(=O)(=O)c1ccc(C(=O)OCC2CCCO2)cc1 (stereo not drawn) the results were LMPTP block -0.7, Rpn11 block inactive, STEP block -2, DNMT1 inh 1, NadD inh -3, Rin1-Abl PPI inh -1, SUMO1 PPI mod -1, Scp-1 inhibitor -9, CSN deneddyl inh -2 and Neddyl block inactive.
`Cn1c(N/N=C/c2cc3ccccc3nc2Cl)nc2ccccc21` gave LMPTP block 4.3, Rpn11 block inactive, STEP block -5, DNMT1 inh 0, NadD inh 7, Rin1-Abl PPI inh -2, SUMO1 PPI mod -18, Scp-1 inhibitor -5, CSN deneddyl inh 11 and Neddyl block inactive.
`Cc1ccc(Cl)c(NC(=O)CSc2cccc[n+]2[O-])c1Cl` gave LMPTP block -2.1, Rpn11 block inactive, STEP block -2, DNMT1 inh 1, NadD inh 0, Rin1-Abl PPI inh 1, SUMO1 PPI mod -1, Scp-1 inhibitor -12, CSN deneddyl inh 0 and Neddyl block inactive.
For O=C(O)c1ccc[n+](Cc2ccc([N+](=O)[O-])cc2)c1 the results were LMPTP block -0.8, Rpn11 block inactive, STEP block -1, DNMT1 inh -2, NadD inh -4, Rin1-Abl PPI inh 5, SUMO1 PPI mod -10, Scp-1 inhibitor -8, CSN deneddyl inh 3 and Neddyl block inactive.
`O=c1cc(N2CCCC2)c2ccccc2o1` gave LMPTP block -1.5, Rpn11 block inactive, STEP block -1, DNMT1 inh 2, NadD inh -4, Rin1-Abl PPI inh -4, SUMO1 PPI mod -5, Scp-1 inhibitor -1, CSN deneddyl inh 4 and Neddyl block inactive.
`N=c1c(C(=O)NCc2ccc3c(c2)OCO3)cc2c(=O)n3ccccc3nc2n1CC1CCCO1` (stereo not drawn) gave LMPTP block 16, Rpn11 block inactive, STEP block 2, DNMT1 inh 4, NadD inh 5, Rin1-Abl PPI inh -10, SUMO1 PPI mod -29, Scp-1 inhibitor 1, CSN deneddyl inh -5 and Neddyl block inactive.
Screening CCc1cc(C(N)=O)c(NC(=O)c2ccc(OC)cc2)s1 returned LMPTP block 3.1, Rpn11 block inactive, STEP block 2, DNMT1 inh -5, NadD inh -7, Rin1-Abl PPI inh 4, SUMO1 PPI mod 16, Scp-1 inhibitor -9 and CSN deneddyl inh 2.
Cn1cc(C(=O)Nc2cccc(F)c2)cn1 was read as LMPTP block -2.0, Rpn11 block inactive, STEP block 3, DNMT1 inh -1, NadD inh 3, Rin1-Abl PPI inh 4, SUMO1 PPI mod 0, Scp-1 inhibitor 3, CSN deneddyl inh 1 and Neddyl block inactive.
COc1ccc(NC(=O)C2CCCNC2=O)cc1 (stereo not drawn) was read as LMPTP block -0.8, Rpn11 block inactive, STEP block 2, DNMT1 inh 6, NadD inh -3, Rin1-Abl PPI inh -1, SUMO1 PPI mod -3, Scp-1 inhibitor -13, CSN deneddyl inh 2 and Neddyl block inactive.
For Cc1cccc(C)c1NC(=O)c1ccccc1C(=O)O the results were LMPTP block -2.4, Rpn11 block inactive, STEP block 0, DNMT1 inh 1, NadD inh 2, Rin1-Abl PPI inh -4, SUMO1 PPI mod 12, Scp-1 inhibitor -2, CSN deneddyl inh 2 and Neddyl block inactive.

Ordered by count of non-hydrogen atoms (largest number first): part of the list above.
`CN(C)S(=O)(=O)c1ccc(C(=O)OCC(=O)NC(=O)NC2CCCC2)cc1` gave LMPTP block 0.7, Rpn11 block inactive, STEP block 0, DNMT1 inh 11, NadD inh -5, Rin1-Abl PPI inh 1, SUMO1 PPI mod 5, Scp-1 inhibitor 2, CSN deneddyl inh 3 and Neddyl block inactive.
For CC(C)(C)NC(=O)NC(=O)CN1CCN(Cc2ccccc2)CC1 the results were LMPTP block 6.9, Rpn11 block inactive, STEP block -4, DNMT1 inh -5, NadD inh -4, Rin1-Abl PPI inh 1, SUMO1 PPI mod -5, Scp-1 inhibitor -5, CSN deneddyl inh 7 and Neddyl block inactive.
Screening CCc1cc(C(N)=O)c(NC(=O)c2ccc(OC)cc2)s1 returned LMPTP block 3.1, Rpn11 block inactive, STEP block 2, DNMT1 inh -5, NadD inh -7, Rin1-Abl PPI inh 4, SUMO1 PPI mod 16, Scp-1 inhibitor -9 and CSN deneddyl inh 2.

High-throughput results deposited in PubChem BioAssay by several laboratories.
